# Assay outcomes: PubChem, several laboratories
# NCF1 inh – p47phox (human) inhibition. P14598. p47phox/p22phox peptide binding, fluorescence polarization, 2 h. inhibition, % at 24.7 µM. actives 0.53% (n = 220,000). AID 1274;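 active = inhibition above about 30%, limit read from the data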;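 also: 0% = p47phox with labelled peptide and 100% = labelled peptide alone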
# Target sequence (P14598 whole entry, looked up): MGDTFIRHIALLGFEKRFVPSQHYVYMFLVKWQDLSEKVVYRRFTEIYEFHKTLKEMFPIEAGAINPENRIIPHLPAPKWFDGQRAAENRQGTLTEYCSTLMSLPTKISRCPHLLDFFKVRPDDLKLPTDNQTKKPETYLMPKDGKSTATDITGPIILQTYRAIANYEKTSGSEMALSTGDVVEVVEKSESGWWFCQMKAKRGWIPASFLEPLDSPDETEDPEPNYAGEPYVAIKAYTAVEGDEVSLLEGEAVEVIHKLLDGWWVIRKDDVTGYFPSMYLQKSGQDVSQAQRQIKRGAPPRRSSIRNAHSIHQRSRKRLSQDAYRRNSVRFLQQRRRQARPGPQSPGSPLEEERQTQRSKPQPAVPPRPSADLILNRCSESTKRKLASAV
# NPY-Y2 PAM-ag – human NPY-Y2 potentiation or agonism, primary screen; P49146; cells expressing NPY-Y2, potentiator/agonist read-out; activation, % at 3.6 µM; actives 0.45% (n = 220,000); in the data active = activation above about 27%;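 also: cells stimulated with NPY near EC25 plus isoproterenol at EC100; 0% = vehicle plus submaximal agonist and 100% = vehicle plus saturating agonist; some results beyond the cut were filed as inactive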
# S1P4 ag – human S1P4 receptor agonism; S1P4-expressing cell line, agonist reporter assay; actives 0.35% (n = 220,000); AID 1509; O95977; activation, % at 4.98 µM; in the data active = activation above about 11%;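 also: 0% = DMSO vehicle and 100% = reference agonist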
# Target sequence (O95977 whole entry, looked up): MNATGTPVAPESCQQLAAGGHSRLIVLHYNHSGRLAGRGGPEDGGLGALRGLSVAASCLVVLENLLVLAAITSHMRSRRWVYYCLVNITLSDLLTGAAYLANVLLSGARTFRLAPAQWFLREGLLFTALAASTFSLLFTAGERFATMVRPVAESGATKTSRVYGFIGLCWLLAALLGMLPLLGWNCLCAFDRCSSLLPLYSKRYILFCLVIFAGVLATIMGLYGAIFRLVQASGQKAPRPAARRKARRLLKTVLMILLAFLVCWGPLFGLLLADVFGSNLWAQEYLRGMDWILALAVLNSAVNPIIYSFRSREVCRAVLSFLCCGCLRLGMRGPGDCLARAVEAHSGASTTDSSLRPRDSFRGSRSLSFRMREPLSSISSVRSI
# NPY-Y1 antag – blocks the human neuropeptide Y Y1 receptor. inhibition, % at 3.6 µM. P25929. actives 1% (n = 200,000). HEK293-CNG Y1 cells, membrane potential fluorescence; NPY at EC95, then isoproterenol;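 active = inhibition above the campaign mean inhibition of all tested compounds plus 3 SD, cut at about 20% in these data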;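 also: 0% = DMSO wells given NPY plus isoproterenol and 100% = isoproterenol alone without NPY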
#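 Material: HEK293 cells co-expressing NPY Y1 receptor and cyclic-nucleotide gated channel. Timing: compound incubation 1 h at room temperature, readout 45 min post-stimulation. Signal: fluorescence, membrane potential probe.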
# NPY-Y1 PAM-ag – potentiators or agonists of human neuropeptide Y receptor Y1. AID 1304. P25929. actives 0.37% (n = 220,000). activation, % at 3.6 µM. NPY-Y1 expressing cells, potentiator/agonist activation; in the data active = activation above about 33%, passing the limit was not always enough;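 also: cells stimulated with NPY at EC10 then isoproterenol at EC100; 0% = low agonist plus stimulus and 100% = saturating agonist plus stimulus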
# BaF3 parental – parental Ba/F3 viability inhibition as JAK2V617F counter-screen; CellTiter-Glo ATP luminescence; inhibition, % at 5.6 µM; actives 1.1% (n = 220,000);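 active = inhibition above a per-campaign cutoff, the mean inhibition of all tested compounds plus 3 SD, cut at about 27% in these data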;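 also: 0% = DMSO wells and 100% = JAK Inhibitor I control wells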
# Ba/F3 V617F tox – reduce viability of Ba/F3 cells dependent on JAK2V617F | Ba/F3 EpoR-JAK2V617F viability, ATP luminescence | inhibition, % at 5.6 µM | actives 1.1% (n = 220,000);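 active = inhibition above the campaign mean plus 3 SD over all tested compounds, cut at about 24% in these data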;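 also: cytokine-independent growth of Ba/F3 cells driven by EpoR plus mutant JAK2; 0% = DMSO-treated cells and 100% = JAK inhibitor I control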
# CHOP inh – CHOP inhibition in unfolded protein response; actives 3.8% (n = 220,000); CHO-K1 CHOP-promoter luciferase, tunicamycin-induced, 15-18 h; AID 2732; inhibition, % at 10 µM;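 active = compounds that reduced the stress-induced luciferase reporter signal by more than about 70% of percent inhibition, limit read from the data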;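 also: 0% = tunicamycin plus vehicle and 100% = wells without tunicamycin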
# S1P4 antag – antagonists of human S1P4 receptor | O95977 | S1P4-expressing cells, antagonist mode, reporter read-out | inhibition, % at 4.98 µM | actives 0.26% (n = 220,000); in the data active = inhibition above about 29%;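 also: 0% = wells stimulated with agonist and 100% = vehicle wells without agonist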
# * = called active by the depositor; . = not tested or not shown.
# Every second line gives: NCF1 inh, NPY-Y2 PAM-ag, S1P4 ag, NPY-Y1 antag, NPY-Y1 PAM-ag, BaF3 parental, Ba/F3 V617F tox, CHOP inh, S1P4 antag
1: Cc1oc(C(=O)Nc2ccc(O)cc2)cc1COc1ccccc1
  3, -1, -0.9, 8, -5, 37*, 9, -22, -22
2: COc1ccc2c(c1)C(C)=CC(C)(C)N2C(=O)Nc1ccccc1
  -9, -13, 7.3, 14, -15, 2, -1, 7, 4
3: Cn1ncc(Br)c1NC(=O)CSc1ccc(Cl)cc1
  0, -4, -2.2, ., 8, 1, -1, -6, -5
4: O=C(/C=C/c1ccc(Cl)cc1Cl)N(Cc1ccccc1)C1CCS(=O)(=O)C1 (stereo not given)
  -9, -9, 1.0, -2, 11, 4, -2, 29, -20
5: CC(C)[C@H](NC(=O)NCCc1ccccc1)C(=O)O
  -14, -8, 1.5, 5, -1, 3, 5, 24, -14
6: CC(=O)Nc1ccc(S(=O)(=O)NC2(C(F)(F)F)C(=O)NC(C)=C2C#N)cc1 (stereo not given)
  -11, -3, -0.1, 3, -3, 2, -2, -20, -4
7: Cc1cc(C)c(NC(=O)CN2CCOCCOCCOCCOCC2)c(C)c1
  -6, 7, 5.1, 10, -2, 3, -3, 27, -11
8: CCCCC(=O)NC(=S)Nc1c(C)cc(Br)cc1C
  -3, 0, 1.5, 7, -42, 4, 1, 52, -4
9: O=C(Nc1ccccc1F)Nc1ccccc1Br
  -6, -1, 2.5, -2, -6, 2, 4, 2, -4
10: COc1ccc(C(=O)N2C(=O)c3ccc(N)cc3C2=O)cc1
  9, -5, 1.9, -1, 1, 3, -2, 43, -1
11: CCCn1nnnc1NC(=O)COc1ccc(CC)cc1
  -8, -7, 0.2, 6, -10, 6, 0, -2, -4
12: O=C(O)c1cccc(N2C(=O)c3cccc4c(Cl)ccc(c34)C2=O)c1
  0, 14, 2.3, 4, 12, 9, 3, 22, -1
13: COc1cccc(/C=N/Nc2snc(SC)c2C#N)c1
  -16, 10, -0.5, -4, 22, 3, 1, 81*, -3
14: CCOC(=O)c1c(CC(C)C)csc1/N=C/C1C(=O)CC(C)(C)CC1=O
  -11, -3, 0.0, 3, 10, 3, 0, 72*, -4
15: COc1ccc(-n2c(O)c(/C=N/NS(=O)(=O)c3ccc(C)c([N+](=O)[O-])c3)c3ccccc3c2=O)cc1OC
  -150, 2, 1.4, 9, 1, 0, 0, -12, 9
16: O=C1NN=C(c2ccc(Cl)cc2)CC1c1c[nH]c2ccccc12 (stereo not given)
  -20, 16, 0.2, -8, 3, 8, 0, 4, -7
17: NC(=O)c1ccc(NC(=O)COC(=O)/C=C/c2cn(-c3ccccc3)nc2-c2cccnc2)cc1
  -56, 7, 0.8, 4, 2, 4, 3, 31, -2
18: COC(=O)c1cc(Br)c(=O)n(-c2ccccc2F)c1
  11, 1, -0.2, -4, 9, -1, -4, -3, -23
19: FC(F)(F)c1cccc(CN2CCCCCC2)c1
  -3, 13, -0.2, -5, -5, 3, 5, -9, -31
20: COc1ccc(CCNC(=O)COc2ccc(C)nc2[N+](=O)[O-])cc1OC
  0, -4, -0.9, 3, 6, 1, -2, -10, -8
21: Cc1cc(C)n2nc(SCc3nnc(SCc4ccccc4Cl)s3)nc2n1
  2, -15, 1.3, 5, 6, 1, 1, 9, -13
22: O=C(Cc1ccc(Cl)cc1)Nc1cccc2ncccc12
  -1, 0, -1.5, 0, -8, 2, 3, 16, 4
23: COC(=O)C1=C(C)NC(=O)/C1=C\c1cc(C)n(-c2ccccc2F)c1C
  -8, 1, -2.0, -9, 6, 2, 2, -7, 17
24: CCCOc1ccccc1C1NC(=O)NC(C)=C1C(=O)OCCOC (stereo not given)
  -11, 2, 3.5, 2, 11, 4, 0, 22, 8
25: Clc1ccc(CON/C=N/c2ncnc3sccc23)cc1
  -15, 3, 0.7, -4, 4, 3, -3, 45, -6
26: O=C(N/N=C/c1ccc2c(c1)OCO2)c1ccc(Cn2cc([N+](=O)[O-])cn2)o1
  -12, -3, -0.2, -2, -18, 2, -1, 16, -15
27: COc1ccccc1N1CCN(/N=C/c2ccc(O)c(O)c2)CC1
  -1, -9, -0.6, -3, 6, 5, -6, -6, -13
28: O=C(O)[C@H](Cc1ccccc1)NC(=O)N1CCN(c2ccc(F)cc2)CC1
  -13, -6, -0.8, ., -2, -3, 1, 4, -1
29: O=C(NCc1cccs1)Nc1ccc2c(c1)OCO2
  -5, 8, -7.5, 4, 29, 3, -2, -4, -2
30: O=C(Nc1ccc2c(c1)oc1ccccc12)N1CCOCC1
  -12, 9, -1.0, 9, 13, 4, -2, -22, 1
31: CCOC(=O)c1c(NC(C)=O)no[n+]1[O-]
  -5, 0, -0.8, -1, -4, 10, 3, 7, -10
32: N/C(=N\OC(=O)c1cccs1)c1cccc([N+](=O)[O-])c1
  -2, 2, -0.4, 3, -12, 0, 1, -29, 11
33: CCOc1ccc(Cc2onc3c2C(=O)CCC3)cc1OCC
  9, -17, -0.4, -1, -4, 12, 4, 8, -5
34: NC1=NC(=O)C2(COC(c3cccc([N+](=O)[O-])c3)OC2)S1 (stereo not given)
  -4, -6, 0.8, 1, -5, 9, 6, 2, 14
35: Cc1cc(C(=O)NNC(=O)c2cccc(Cl)c2)no1
  0, -13, -0.3, ., -16, -2, 2, 4, 11
36: Cc1ccc(Cl)cc1N1CCN(C(=O)C2CCN(c3nnc(-n4cccc4)s3)CC2)CC1
  -10, 0, 0.9, -1, 1, 5, 0, ., -6
37: COC(=O)c1cnn2c1C(=O)N(Cc1cccs1)CC2
  3, 5, 1.6, 10, 8, 7, -3, 19, 12
38: CN1CCN(c2ccc(NC(=O)c3cccs3)cc2)CC1
  -1, 5, 0.9, 5, 22, 5, -1, -18, 15
39: COc1cccc(/C=N/NC(=O)C(C)Sc2ccccc2)c1 (stereo not given)
  -5, -2, -0.7, 4, -11, 3, -1, -14, -17
40: CCC(C)NC(=O)CSc1nc(-c2cccs2)cc(C(F)(F)F)n1 (stereo not given)
  -3, -1, -2.4, -2, 10, 2, -4, 58, -13
41: CN1CC(=O)N(CC(=O)Nc2ccc(Cl)c(C(F)(F)F)c2)C1=O
  -10, 13, 0.3, -3, 9, 1, -3, 15, -2
42: CC1Cc2nc(SCC(N)=O)n(C)c(=O)c2S1 (stereo not given)
  1, -25, -2.3, -2, -15, 7, 4, 41, -10
43: CC1Cc2ccccc2N1C(=O)CN(C)S(=O)(=O)c1cccc2cccnc12 (stereo not given)
  -12, -11, -2.5, 2, -1, 3, -2, -11, -1
44: COc1ccc(NC(=O)Cc2c(C)n(C(=O)c3ccc(Cl)cc3)c3ccc(OC)cc23)cc1
  -7, -10, 3.1, 3, 1, 5, 0, 9, -29
45: COc1ccc(C(c2c(O)nc(SC)n(C)c2=O)c2c(O)nc(SC)n(C)c2=O)cc1O
  -1, 2, -0.9, -2, -18, 7, 1, 16, -11
46: CCN(CC)CCOC(=O)c1ccc(NC(=O)c2cn(-c3ccccc3)nc2-c2cccs2)cc1
  -29, -15, 0.0, 6, 8, 5, -2, 45, 11
47: CCCOc1ccc(NC(=O)CC2C(=O)N(CC)C(=S)N2Cc2cccs2)cc1 (stereo not given)
  -4, 15, 1.8, -9, 13, 4, 4, 93*, -22
48: Cc1nnc(SCC(=O)Nc2nc(-c3ccc(F)cc3)cs2)[nH]c1=O
  -17, 0, 0.5, -4, 23, 10, 5, 2, -3
49: CC1CCCN(c2nc3nonc3nc2Nc2ccccc2F)C1 (stereo not given)
  -1, -4, 4.2, 5, -16, 6, 2, 20, -9
50: Cc1cc(C(F)(F)F)c2c(C)nn(CCc3nn[nH]n3)c2n1
  4, 1, -0.8, 5, 0, 2, 0, -1, -2
51: Cn1ncc(Cl)c(Oc2ccc(C(C)(C)C)cc2)c1=O
  -14, 5, -0.8, 3, -8, 7, -1, 17, -22
52: COCC(=O)Nc1cc(C)c2c(=O)oc3ccccc3c2n1
  -8, -8, 0.4, 4, -9, 1, 0, 8, 12
53: O=C(/C=C/c1ccccn1)c1ccc(Br)cc1O
  -15, 0, 2.0, 3, -2, 8, 1, 4, -22
54: COc1cc([N+](=O)[O-])c(N2CCOCC2)c([N+](=O)[O-])c1OC
  0, 3, 2.4, 4, -8, 4, -2, 1, -6
55: COCCNC(=S)NN(c1ccccc1)c1ccccc1
  -14, -3, -0.4, 6, -30, 14, 1, 16, 0
56: O=c1cc2c(=O)oc3cc(O)c(O)oc3c2c(O)c1O
  -17, -4, 0.1, ., 2, -1, 0, 0, -2
57: CCc1ccc(-c2nn[nH]n2)cc1
  -4, -7, 2.2, 4, 2, 4, -1, 33, -40
58: O=C(Nc1cccc2ccccc12)N1CCN(c2ncccn2)CC1
  -6, -2, 0.8, 1, -3, 1, 1, -5, 7
59: O=C(c1ccccc1)N1CCN(S(=O)(=O)N2CCOCC2)CC1
  -9, -5, -1.3, 5, -15, 5, 2, -6, 7
60: CN1CCN(C(=O)CCN2C(=O)c3ccccc3C2=O)CC1
  -3, 2, 0.6, -4, 6, 1, -2, 0, -8

# Carrying on.
# Every second line gives: NCF1 inh, NPY-Y2 PAM-ag, S1P4 ag, NPY-Y1 antag, NPY-Y1 PAM-ag, BaF3 parental, Ba/F3 V617F tox, CHOP inh, S1P4 antag
61: Cc1cc(Nc2ccc(N3CCC(C)CC3)cc2)n2ncnc2n1
  1, 12, 0.0, 0, 16, 3, -1, 20, -8
62: CCOC(=O)c1c(NC(=O)OC)sc2c1CCC2
  -3, 3, -2.7, 1, -1, -1, -5, 57, 7
63: CC1CCC2(CC1)NC(=O)N(CC(=O)NCc1ccc3c(c1)OCO3)C2=O (stereo not given)
  -11, -23, 0.3, ., 11, -4, 2, 11, -13
64: Cc1c(C(=O)N2CCN(CCc3ccccc3)CC2)oc2ccccc12
  -8, -3, -2.7, 0, 1, 6, -3, -3, 10
65: CC(=O)N1CCN(c2ccc(NC(=O)/C=C/c3ccccc3)cc2)CC1
  -8, 0, 2.2, -1, 3, 4, 3, 19, -5
66: O=C(NCCc1ccccc1)C1CCCN1S(=O)(=O)c1ccccc1 (stereo not given)
  -6, -10, -2.2, 2, -14, 23, 4, -2, 8
67: O=C(Nc1ccc(C(F)(F)F)cc1-c1ccccc1)c1ccccc1
  -4, 5, -1.2, 2, 3, 7, 0, 29, -17
68: CCOC(=O)c1sc(NC(=O)c2c(C)noc2C)c(C(=O)OCC)c1C
  ., 9, -1.2, -5, -8, 3, 2, ., -9
69: Cc1cccc2cc(/C=N/NC(=O)CN3CCCCC3)c(Cl)nc12
  -10, -6, 0.3, -4, -8, 2, 1, 11, -10
70: Clc1ccc(-c2nnc3n2CCCCS3)cc1
  -8, 4, 0.4, 11, 1, 1, -2, -19, 12
71: Cc1c(C(=O)Nc2nnc(SCc3ccccc3Cl)s2)cccc1[N+](=O)[O-]
  -9, -5, 0.4, -4, 0, -1, -3, 78*, -10
72: CCN1CCN(C(=O)c2sc3nc(C)nc(N4CCC(C)CC4)c3c2C)CC1
  -4, 1, -0.2, -1, 2, 2, -1, 44, -16
73: Cc1nnsc1C(=O)NC(=O)Nc1ccc(F)c(Cl)c1
  1, 2, -1.7, ., 2, -1, -2, 14, 0
74: CCc1c(OC(C)=O)c2ccccc2n(C)c1=O
  -3, -6, -0.7, 8, -11, 3, -5, 9, -9
75: Cc1cccc(C)c1NC(=S)NCCCN1CCCC1=O
  -11, 5, 0.1, -5, 8, 4, -4, 14, -16
76: Cc1cccc2c(C(=O)O)cc(-c3cccnc3)nc12
  5, -6, -2.9, 4, -6, 8, 2, 22, -8
77: CCCCC(=O)Nc1cc(OCC)c(NC(=S)NC)cc1OCC
  -19, -3, 0.2, 0, -5, 62*, 24*, 17, 0
78: COc1ccc(CC(C(=O)Nc2cccc(F)c2)c2nn[nH]n2)c(OC)c1 (stereo not given)
  -5, -7, 0.6, 0, 2, 2, -5, -3, -4
